HEK293 NOD2/NF-kB: inhibition of NOD2-driven NF-kB reporter – cell-based, luminescence, uHTS, HEK293 (AID 1566). HEK293 NOD2/NF-kB luciferase reporter, luminescence; higher % means a stronger effect. inhibition, % at 4 µM, or EC50 in µM where a hit was titrated. actives 0.63% (n = 290,000); in the data active means inhibition above about 50%; further: many of its hits are not listed in these tables
NOD1 inhibition: NOD1 signaling inhibitors, primary screen, cell-based, luminescence, uHTS (AID 1578); actives 1% (n = 290,000); NOD1-driven NF-kB luciferase reporter cells, luminescence; higher % means a stronger effect; inhibition, % at 4 µM; hits with a dose series show EC50 in µM; in the data active means inhibition mostly above about 36%, no sharp cut-off; inactive means mostly below about 34%;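 further: HEK-293T reporter cells stimulated with the NOD1 agonist gamma-tri-DAP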
An asterisk follows results filed as active.

SMILES	HEK293 NOD2/NF-kB	NOD1 inhibition
COC(=O)c1ccc(N2CCCCC2)c(NC(=O)c2ccco2)c1	16%	2%
CCOC(=O)C1=C(CN2CCN(C(=O)c3ccco3)CC2)NC(=O)NC1c1ccccc1 (centres undefined)	2%	19%
Cc1ccnc(SCC(=O)Nc2sccc2C#N)n1	2%	-3%
CC(C)(C)c1ccc(S(=O)(=O)N2CCN(C(=O)C3CCC3)CC2)cc1	23%	-16%
CCOC(=O)c1ccc(NCc2cccnc2)cc1	1%	-23%
COc1ccc(OCCC(=O)OCC(=O)NC(=O)NC2CCCCC2)cc1	8%	3%
O=S(=O)(NCc1cccnc1)c1ccc2ccccc2c1	24%	-8%
Cc1c(CC(=O)N2CCN(C(=O)C3COc4ccccc4O3)CC2)c(=O)oc2c(C)c(O)ccc12 (centres undefined)	4%	35%
FC(F)(F)c1ccc(Cl)c(-n2c(-c3ccco3)n[nH]c2=S)c1	10%	-10%
Cc1nc(NC(=O)c2c(-c3ccccc3)noc2C)sc1C(=O)N(C)C	-7%	-28%
CCN1CCN(c2sc(S(C)(=O)=O)nc2S(=O)(=O)c2ccc(C)cc2)CC1	24%	14%
COc1cc(/C=N/NC(=O)c2ccccn2)ccc1OC(=O)c1ccc(Br)cc1	-3%	-36%
CCn1c(SCC(=O)NC2CCCC2)nnc1C(C)C	14%	-7%
COC(CNC(=O)Cn1nc(Cc2ccncc2)c2ccccc2c1=O)OC	16%	-14%
COc1ccc(-c2ccccc2NC(=O)C2CCCN(Cc3ccco3)C2)cc1 (centres undefined)	5%	-19%
COc1ccc(C(=O)Nc2ccc(S(=O)(=O)Nc3nccc(C)n3)cc2)cc1[N+](=O)[O-]	-5%	-19%
O=C(c1cc2cc(Cl)ccc2oc1=O)N1CCN(c2ccccn2)CC1	15%	-6%
O=C(c1ccsc1)N1CCCC(N2CCN(c3cccc(C(F)(F)F)c3)CC2)C1 (centres undefined)	5%	0%
O=C(c1ccc([N+](=O)[O-])o1)N1CCc2ccccc21	47%	17%
COCCNC(=O)C(c1ccc(F)cc1)N(C(=O)CCC(=O)Nc1ccccn1)C1CCCCC1 (centres undefined)	1%	-23%
O=C1CCCN1CC(O)CS(=O)(=O)Cc1ccc(Cl)c(Cl)c1 (centres undefined)	14%	0%
COc1cccc(CN2CCNC(=O)C2CC(=O)N(C)CCC2CCOCC2)c1OC (centres undefined)	8%	-1%
Cc1ccc(S(=O)(=O)c2cc3c(=O)n4ccccc4nc3n(C3CCCC3)c2=N)cc1	-1%	-20%
CC1CCCN(CCCNC(=O)C2CC(=O)N(CCc3ccccc3)C2)C1 (centres undefined)	-1%	-2%
COc1ccc(C(CC(=O)N2CCN(C)CC2)NC(=O)C(F)(F)F)cc1 (centres undefined)	-4%	-22%
CN(C)C1(CNC(=O)C2CCN(S(=O)(=O)c3ccccc3C(F)(F)F)CC2)CCCCC1	-18%	-34%
Cc1ccc(S(=O)(=O)C2(C(=O)NC3CCCCC3)CC2)cc1	5%	6%
Cc1cccc(OCCC(=O)Nc2ccc(Cl)cc2F)c1	-10%	-22%
CCCOc1ccc(CNC(=O)C2CCN(c3nn4c(=O)cc(C)nc4s3)CC2)cc1	-17%	-24%
COc1ccc(NS(=O)(=O)c2ccc(-c3coc(C)n3)cc2)c(OC)c1	36%	27%
CC(C)CN1CCC(=O)N([C@H](COc2ccccc2)c2ccccc2)CC1	6%	-19%
CC(C)[C@H](NC(=O)[C@H](Cc1ccccc1)n1c(=O)[nH]c2ccccc2c1=O)C(=O)N1CCC[C@@H]1C(=O)O	11%	-8%
Cc1ccc(NC(=O)CCS(=O)(=O)c2cccc3nonc23)c(Br)c1	-2%	-30%
O=C(Nc1ccccc1N1CCN(C(=O)c2ccc(Cl)cc2)CC1)c1cccc([N+](=O)[O-])c1	21%	34%
CC(=O)Nc1ccc(NC(=O)C(C)OC(=O)CCCOc2ccc(Cl)c(C)c2)cc1 (centres undefined)	5%	-18%
CSc1nc(O)c(C(c2ccccc2)c2c(O)nc(SC)[nH]c2=O)c(=O)[nH]1	10%	-15%
CCc1nn(CCCC(=O)NCc2ccc(C)cc2)c(=O)c2cc3occc3n12	8%	-17%
COc1ccc(C(=O)NCC(=O)N/N=C(\C)Cc2ccccc2)cc1	9%	7%
NS(=O)(=O)c1ccc(CNc2ccc3ccccc3n2)cc1	-18%	-37%
O=C1[C@@H]2Cc3c([nH]c4ccccc34)CN2C(=O)CN1CCCCCO	13%	-4%

Nothing new here: 16 of the compounds above.
SMILES	HEK293 NOD2/NF-kB	NOD1 inhibition
COC(=O)c1ccc(N2CCCCC2)c(NC(=O)c2ccco2)c1	16%	2%
CCOC(=O)C1=C(CN2CCN(C(=O)c3ccco3)CC2)NC(=O)NC1c1ccccc1 (centres undefined)	2%	19%
Cc1ccnc(SCC(=O)Nc2sccc2C#N)n1	2%	-3%
CC(C)(C)c1ccc(S(=O)(=O)N2CCN(C(=O)C3CCC3)CC2)cc1	23%	-16%
CCOC(=O)c1ccc(NCc2cccnc2)cc1	1%	-23%
COc1ccc(OCCC(=O)OCC(=O)NC(=O)NC2CCCCC2)cc1	8%	3%
O=S(=O)(NCc1cccnc1)c1ccc2ccccc2c1	24%	-8%
Cc1c(CC(=O)N2CCN(C(=O)C3COc4ccccc4O3)CC2)c(=O)oc2c(C)c(O)ccc12 (centres undefined)	4%	35%
FC(F)(F)c1ccc(Cl)c(-n2c(-c3ccco3)n[nH]c2=S)c1	10%	-10%
Cc1nc(NC(=O)c2c(-c3ccccc3)noc2C)sc1C(=O)N(C)C	-7%	-28%
CCN1CCN(c2sc(S(C)(=O)=O)nc2S(=O)(=O)c2ccc(C)cc2)CC1	24%	14%
COc1cc(/C=N/NC(=O)c2ccccn2)ccc1OC(=O)c1ccc(Br)cc1	-3%	-36%
CCn1c(SCC(=O)NC2CCCC2)nnc1C(C)C	14%	-7%
COC(CNC(=O)Cn1nc(Cc2ccncc2)c2ccccc2c1=O)OC	16%	-14%
COc1ccc(-c2ccccc2NC(=O)C2CCCN(Cc3ccco3)C2)cc1 (centres undefined)	5%	-19%
COc1ccc(C(=O)Nc2ccc(S(=O)(=O)Nc3nccc(C)n3)cc2)cc1[N+](=O)[O-]	-5%	-19%

The list goes on.
SMILES	HEK293 NOD2/NF-kB	NOD1 inhibition
O=C(NCC(=O)N1CCN(Cc2ccccc2)CC1)c1ccc(Br)cc1	-12%	-19%
CCOCCCNC(=O)CCn1ccc2cc(S(=O)(=O)N3CCCC3)ccc21	23%	-16%
CCCC(O)(c1ccccc1)C(CN1CCOCC1)c1ccccc1 (centres undefined)	-37%	16%
CCN(C(=O)c1cc2c(s1)-c1ccccc1S(=O)(=O)C2)c1cc(OC)ccc1OC	7%	-15%
O=C(NCCCN1CCOCC1)c1c(F)c(F)c(F)c(F)c1F	1%	-27%
CC(C)(C)c1ccc(C(=O)NCCCn2ccnc2)cc1	11%	32%
O=C(C1CCCN(S(=O)(=O)c2ccccc2)C1)N1CCCCC1 (centres undefined)	6%	-22%
CC(=O)NC(CC(=O)Nc1nc(-c2ccc(N(C)S(C)(=O)=O)cc2)cs1)c1ccccc1 (centres undefined)	32%	5%
CC(C)CN1CCN(CCCc2ccccc2)C(CCO)C1 (centres undefined)	-36%	-28%
CSc1nsc(SCC(=O)Nc2cccc(NC(C)=O)c2)n1	-8%	-35%
CC(=O)Nc1cccc(NC(=O)C2CCN(C(=O)c3ccco3)CC2)c1	9%	-25%
COc1ccc(CC2SC(N)=NC2=O)cc1 (centres undefined)	-4%	-40%
Cc1ccc([C@@H]2[C@@H]3C(=O)N(C)C(=O)[C@@H]3[C@]3(C)C(=O)N(CCO)CC(=O)N23)o1	2%	-27%
O=C(O)CN1C(=O)c2ccc(C(=O)c3ccccc3)cc2C1=O	23%	-1%
CCn1c(=O)c2cc(C(=O)NCCCOC)sc2c2ccccc21	3%	-2%
CCOC(=O)c1sc(=NC(=O)c2ccccc2Br)n(C)c1C	-38%	-76%
O=C1NC(c2ccc(Br)cc2)Nc2ccccc21 (centres undefined)	0%	-16%
O=C(CS(=O)(=O)c1ccccc1Cl)N1CCOCC1	9%	-12%
O=C(NC1CCCCC1)c1ccc2c(c1)OCCO2	-58%	-60%
Cc1ccc(CN2CCN(C3CCC3)CC2CCO)cc1 (centres undefined)	-18%	-18%
COc1cccc(OC)c1C(=O)Nc1sc2c(c1C(N)=O)CCN(Cc1ccccc1)C2	11%	-1%
COc1ccc(OC)c(NC(=O)c2csc(Cl)c2OC)c1	-4%	-1%
CCOc1ccccc1CN1CCCC(CNC(=O)Cc2ccc(OC)cc2)C1 (centres undefined)	-4%	-15%
O=C(O)[C@H](Cc1ccccc1)N1C(=O)c2c(Cl)c(Cl)c(Cl)c(Cl)c2C1=O	2%	-24%
Fc1ccc(CN2CCSCC2)cc1F	13%	45%
Cc1ncc2c(n1)-c1cc(F)ccc1SC2	41%	4%
Cc1ccc(C2=N/C(=C\c3cccc(F)c3)C(=O)O2)cc1	0%	-2%
CCN(CC)CCN1C(=O)C2C(C(=O)Nc3ccc(Br)cc3)C3C=CC2(O3)C1C(=O)NC1CCCCC1 (centres undefined)	7%	-35%
Cc1ccc(C)c(NC(=O)CN(C)C(=O)c2cc(S(=O)(=O)N3CCOCC3)ccc2N2CCCC2)c1	7%	1%
C=COCCCNc1ncnc2sc(-c3ccccc3)cc12	48%	22%
Cc1ccc(NS(=O)(=O)c2ccc3c(c2)NC(=O)CCS3)cc1C	42%	1%
CC(C)Cc1nnc(NC(=O)CCC(=O)NCCc2ccccc2)s1	2%	41%
CCOc1cc(/C=N/NC(=O)C2CCCC2)ccc1O	5%	-8%
O=C(c1ccoc1)N1CCCC(N2CCN(c3ccc(F)cc3)CC2)C1 (centres undefined)	5%	-24%
CN(C)CCNC(=O)c1cc2c(s1)-c1ccc(Cl)cc1SC2	26%	6%
CCOc1ccc2ccccc2c1/C=N/NC(=O)CNC(=O)c1ccccc1F	8%	-27%
O=C(C1CCCN(S(=O)(=O)c2ccc(Br)cc2)C1)N1CCN(Cc2ccccc2)CC1 (centres undefined)	27%	2%
O=C1CSC(c2ccc([N+](=O)[O-])cc2)N1c1ccc(O)cc1 (centres undefined)	8%	-2%
COc1ccccc1/C=C1\SC(=S)N(CCC(=O)NNC(=O)c2ccccc2OC)C1=O	-15%	-18%
COc1ccc(CCNC(=O)c2cccs2)cc1	-4%	-28%
CCCc1cc(=O)oc2cc(C)cc(OCC(=O)NCCN3CCOCC3)c12	6%	-18%
CCOC(=O)c1cnc2ccc(C)cc2c1N(C)Cc1ccccc1	10%	1%
NC(=O)c1ccc(NC(=O)CS(=O)(=O)c2cn(CC(=O)N3CCCC3)c3ccccc23)cc1	15%	3%
COc1cc2c(cc1OC)C(c1ccccc1)N(C(=O)c1cccc(S(C)(=O)=O)c1)CC2 (centres undefined)	-19%	-74%
Cc1cc(C)cc(NC(=O)Cn2nnc(C(=O)NCc3cccs3)c2N)c1	-19%	-10%
CCC(=O)N1c2ccc(S(=O)(=O)N3CCN(c4ccccc4Cl)CC3)cc2CC1C (centres undefined)	19%	8%
Cc1ccc(-c2n[nH]c(=O)c3ccccc23)cc1S(=O)(=O)NCC1CCCO1 (centres undefined)	11%	29%
CCOc1cc(S(=O)(=O)NCCCN2CCOCC2)c(C)cc1C	-26%	-31%
CCc1cc(C(=O)OC)c(NC(=O)c2ccoc2C)s1	12%	-9%
CN1CC(=O)Nc2ccc([N+](=O)[O-])cc2C1=O	14%	-15%
CCOC(=O)N1CCN(c2nc3ccccn3c(=O)c2C=O)CC1	-6%	-5%
Cc1ccc(S(=O)(=O)N(CC(O)CN2CCCCC2)c2cccc([N+](=O)[O-])c2)cc1 (centres undefined)	-8%	-15%
O=C(CCCN1C(=O)/C(=C/c2cccc(Br)c2)SC1=S)NCCCN1CCOCC1	4%	41%
O=C(Nc1cccc(NC(=O)c2ccccc2Cl)c1)c1ccco1	13%	-20%
O=C(Nc1nncs1)C1CC(=O)N(C2CCCC2)C1 (centres undefined)	-8%	-28%
O=C(CN(c1ccccc1)S(=O)(=O)c1ccccc1[N+](=O)[O-])Nc1cccnc1	8%	-13%
CCCCNC(=O)c1ccc(C)c(NC(=O)C2=C(C)OCCS2)c1	-4%	-16%
CC(C)c1ccc(NC(=O)[C@@H]2CCC(=O)N2C2OC(=O)c3ccccc32)cc1 (some centres undefined)	-21%	-58%
CC(C)CNC(=O)C(=O)Nc1cc2c3c(c1)CCC(=O)N3CCC2	13%	-14%
CC(C)C[C@H]1CN=C(Nc2ccccc2)N1CC1CCCCC1	6%	-19%
Additional results:
SMILES	HEK293 NOD2/NF-kB	NOD1 inhibition
COc1ccc(NC(=O)CCCc2nnc3n(C)c(=O)c4sccc4n23)cc1	-9%	-9%
O=C(CSc1nccn1Cc1ccccc1)Nc1ccccc1	-8%	19%
O=C(O)c1cc(-c2cccc3ccccc23)nc2ccccc12	-10%	-5%
O=S(=O)(NCCc1csc(-c2cccnc2)n1)c1ccc(F)cc1	4%	-10%
Cc1ccc(C23CC4CC(CC(C(=O)NN)(C4)C2)C3)cc1	-13%	-35%
CC/C(=N\Nc1ccnc2cc(Cl)ccc12)c1ccc(O)cc1	-32%	8%
Cc1nc(Nc2ccccc2F)c2nnn(Cc3ccccc3Cl)c2n1	-2%	-23%
O=S(=O)(c1ccsc1)N1CC=C(c2ccccc2)CC1	8%	-30%
CCc1cc2cc3c(cc2nc1SCC(=O)Nc1c[nH]c(=O)[nH]c1=O)OCO3	6%	-14%
O=c1oc2ccccc2n1Cc1cccc(F)c1	7%	4%
O=C(Cc1ccc(Cl)cc1)NNC(=O)C1CC=CCC1C(=O)O (centres undefined)	2%	3%
Cc1sc(NC(=O)CN2CCCC2)nc1-c1ccc2c(c1)CCN2C(=O)c1ccc(F)cc1	8%	-14%
CN(C)CCN(CC1CCCN(Cc2ccccc2F)C1)C(=O)c1ccc(Cl)cc1 (centres undefined)	-16%	-11%
Cc1cccc(CN2CCCC(C(=O)Nc3ccccc3Oc3cccnc3)C2)c1 (centres undefined)	-1%	6%

An excerpt; rates above refer to the full screens.
